Source: PubChem BioAssay (several laboratories)
Rac1 wt GTP bind = alters GTP binding to wildtype human Rac1 | P63000 | GST-Rac1 beads, fluorescent GTP binding, flow cytometry; actives lie on both sides; 0 = cold GTP competed, 100 = untreated | GTP binding activity (% of control), % at 10 µM | 190,000 tested, 0.27% active;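 active = GTP binding activity at least 20 points away from the 100% control level, either lower or higher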
Rab2 wt GTP = changes GTP binding to wildtype dog Rab2A, up or down; GST-Rab2 wt beads, Bodipy-GTP binding, flow cytometry; GTP binding activity, % at 10 µM; 190,000 tested, 0.19% active; AID 760;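 active = GTP binding activity at least 20 points away from 100%, either lowered or raised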;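 also: 0% = beads with excess unlabeled GTP and 100% = no-compound control corrected for plate trend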
Cdc42 wt GTP = modulators (inhibitors or activators) of GTP binding to human Cdc42 wildtype; P60953; GST-Cdc42 beads, Bodipy-GTP binding, flow cytometry; actives lie on both sides; percent activity (GTP binding), % at 10 µM; 190,000 tested, 0.2% active;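 active = percent activity GTP binding at least 20 points away from the 100% baseline, either down as inhibitor or up as activator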;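 also: median bead fluorescence of bound Bodipy-FL-GTP at 100 nM; 0% = excess unlabeled GTP control and 100% = no compound control; below 100% means less GTP binding so inhibitor and above means activator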
Target sequence (P60953 whole entry, looked up): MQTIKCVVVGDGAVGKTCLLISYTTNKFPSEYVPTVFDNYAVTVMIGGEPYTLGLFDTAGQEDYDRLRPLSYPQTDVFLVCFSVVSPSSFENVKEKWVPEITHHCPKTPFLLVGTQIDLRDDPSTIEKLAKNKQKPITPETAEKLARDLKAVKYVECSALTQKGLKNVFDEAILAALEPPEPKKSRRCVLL
Avidin fluor = compound fluoresces at 488/530 nm on avidin beads | fluorescence (KMESF) at 10 µM | 220,000 tested, 0.38% active | compound fluorescence 488/530 nm, flow cytometry; stronger effect = higher value | AID 1775; in the data active = fluorescence above about 47; also: inactives centre near 10
Mcl1 Bid PPI = disrupts binding of human Mcl-1 to Bid peptide | inhibition, % at 21.7 µM | AID 1021 | 220,000 tested, 0.97% active | TR-FRET Mcl-1/Bid-Dy647 peptide binding, 1536-well;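 active = compounds that cut the binding signal by more than half at the single screening dose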;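 also: His-tagged Mcl-1 with europium anti-His antibody binding Bid BH3 peptide; 0% = Mcl-1 plus peptide wells and 100% = peptide-only wells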
Target sequence (Q07820 whole entry, looked up): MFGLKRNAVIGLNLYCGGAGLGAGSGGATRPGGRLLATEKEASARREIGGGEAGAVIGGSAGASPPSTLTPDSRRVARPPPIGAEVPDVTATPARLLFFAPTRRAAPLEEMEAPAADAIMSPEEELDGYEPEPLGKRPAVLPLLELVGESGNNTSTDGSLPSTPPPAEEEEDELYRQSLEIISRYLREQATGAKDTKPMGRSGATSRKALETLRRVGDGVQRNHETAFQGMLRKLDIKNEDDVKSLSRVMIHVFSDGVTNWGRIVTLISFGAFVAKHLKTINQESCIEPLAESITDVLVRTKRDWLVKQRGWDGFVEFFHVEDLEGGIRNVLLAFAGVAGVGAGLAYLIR
GSH bead fluor = GSH bead compound fluorescence profile; GSH beads flow cytometry, compound fluorescence 488/530 nm; stronger effect = higher value; fluorescence (KMESF) at 10 µM; 190,000 tested, 0.25% active; AID 1776; in the data active = fluorescence above about 89;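 also: glutathione beads carrying GST-tagged Bcl family fusion proteins plus one bare bead set; values are compound well signal with DMSO vehicle wells as background; inactives centre near 16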
HRas wt GTP = modulators of GTP binding to human HRas wildtype | GTP binding activity, % at 10 µM | AID 759 | P01112 | GST-Ras wt beads, Bodipy-FL-GTP binding, flow cytometry; actives lie on both sides | 190,000 tested, 0.14% active;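 active = GTP binding activity at least 20% away from the 100% baseline, either lowered as inhibitor or raised as activator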;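 also: 0% = unlabeled GTP competition control and 100% = no-compound control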
Target sequence (P01112 whole entry, looked up): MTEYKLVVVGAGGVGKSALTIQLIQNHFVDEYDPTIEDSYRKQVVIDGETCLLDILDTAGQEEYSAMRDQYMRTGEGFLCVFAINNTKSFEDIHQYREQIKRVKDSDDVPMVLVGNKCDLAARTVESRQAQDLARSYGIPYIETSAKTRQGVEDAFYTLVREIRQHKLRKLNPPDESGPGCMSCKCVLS
Mcl1-Noxa inh = disrupts binding of human Mcl-1 to Noxa peptide; inhibition, % at 21.7 µM; 220,000 tested, 1.5% active; TR-FRET Mcl-1/Noxa peptide binding, 2 h; AID 1022; Q07820;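 active = compounds that cut the protein-peptide binding signal by more than 50% relative to plate controls in a single-dose test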;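 also: His-tagged Mcl-1 with rhodamine Noxa BH3 peptide and terbium anti-His antibody; 0% = Mcl-1 plus Noxa peptide wells and 100% = peptide-only wells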
Pf gamet viab = kills late stage P. falciparum gametocytes; P. falciparum stage V gametocytes, ATP luminescence, 24 h; inhibition, % at 10.9 µM; 150,000 tested, 0.065% active;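 active = inhibition above the mean plus 3 SD of compounds within the control limits, set per campaign, cut at about 38% in these data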;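 also: 0% = DMSO wells and 100% = medium only without gametocytes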
Rac1 act GTP bind = modulators of GTP binding to human Rac1 activated mutant; percent activity (GTP binding), % at 10 µM; P63000; 190,000 tested, 0.11% active; GST-Rac1 activated beads, fluorescent GTP binding, flow cytometry; actives lie on both sides; 100% means binding = to untreated wells; AID 764;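 active = GTP binding at least 20 percentage points away from the 100% baseline, in either direction, so actives lie on both sides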
Rab7 wt modul = dog Rab7 wildtype GTP binding, inhibitors and activators. GTP binding activity (percent of control), % at 10 µM. GST-Rab7 beads, fluorescent GTP binding, flow cytometry; actives lie on both sides; untreated = 100%, excess cold GTP = 0%. AID 758. 190,000 tested, 0.055% active;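 active = fluorescent GTP binding to Rab7 beads changed by at least 20 points from the 100% baseline, either direction, mostly lower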;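 also: median green fluorescence of bound Bodipy-FL-GTP per Rab7 bead population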
Active calls of the source: *.

How did CN1CCN(C(=S)NC(=O)c2ccc(C(C)(C)C)cc2)CC1 do in these assays?
Rac1 wt GTP bind: 105; Rab2 wt GTP: 104; Cdc42 wt GTP: 104; Avidin fluor: 6; Mcl1 Bid PPI: -67; GSH bead fluor: 11; HRas wt GTP: 104; Mcl1-Noxa inh: -12; Pf gamet viab: -21; Rac1 act GTP bind: 103; Rab7 wt modul: 98

Results for COc1ccc(CSCC(=O)N/N=C/c2ccccc2O)cc1 ?
Rac1 wt GTP bind: 99; Rab2 wt GTP: 100; Cdc42 wt GTP: 98; Avidin fluor: 6; Mcl1 Bid PPI: -14; GSH bead fluor: 21; HRas wt GTP: 99; Mcl1-Noxa inh: 18; Pf gamet viab: -29; Rac1 act GTP bind: 94; Rab7 wt modul: 104

How did CCOC(=O)C1(CC2CC2)CCN(Cc2cn[nH]c2-c2cccc(F)c2)CC1 do in these assays?
Rac1 wt GTP bind: 101; Rab2 wt GTP: 96; Cdc42 wt GTP: 97; Avidin fluor: 7; Mcl1 Bid PPI: -36; GSH bead fluor: 16; HRas wt GTP: 96; Mcl1-Noxa inh: -3; Rac1 act GTP bind: 94; Rab7 wt modul: 97

What do the screens show for `O=C(COC(=O)c1cccnc1Cl)c1ccccc1`?
Rac1 wt GTP bind: 102; Rab2 wt GTP: 102; Cdc42 wt GTP: 104; Avidin fluor: 10; Mcl1 Bid PPI: 0; GSH bead fluor: 15; HRas wt GTP: 102; Mcl1-Noxa inh: -8; Rac1 act GTP bind: 99; Rab7 wt modul: 99

Results for O=C(COC(=O)c1cccc(F)c1)Nc1cccnc1Cl ?
Rac1 wt GTP bind: 94; Rab2 wt GTP: 96; Cdc42 wt GTP: 96; Avidin fluor: 24; Mcl1 Bid PPI: 1; GSH bead fluor: 15; HRas wt GTP: 96; Mcl1-Noxa inh: 10; Pf gamet viab: -15; Rac1 act GTP bind: 96; Rab7 wt modul: 95

What do the screens show for `O=C(COC(=O)c1cccnc1Cl)c1ccc2c(c1)OCCO2`?
Rac1 wt GTP bind: 98; Rab2 wt GTP: 95; Cdc42 wt GTP: 95; Avidin fluor: 10; Mcl1 Bid PPI: -20; GSH bead fluor: 15; HRas wt GTP: 95; Mcl1-Noxa inh: -9; Pf gamet viab: -20; Rac1 act GTP bind: 98; Rab7 wt modul: 94

How did CC(c1ccccc1)n1cc(C(=O)NCc2ccccn2)nn1 (stereo not given) do in these assays?
Rac1 wt GTP bind: 93; Rab2 wt GTP: 92; Cdc42 wt GTP: 95; Avidin fluor: 8; Mcl1 Bid PPI: 1; GSH bead fluor: 56; HRas wt GTP: 95; Mcl1-Noxa inh: 5; Pf gamet viab: 7; Rac1 act GTP bind: 91; Rab7 wt modul: 97

What do the screens show for `CC(CN1CCCCC1)OC(=O)c1ccc2c(c1)OCO2` (stereo not given)?
Rac1 wt GTP bind: 103; Rab2 wt GTP: 103; Cdc42 wt GTP: 102; Avidin fluor: 14; Mcl1 Bid PPI: -8; GSH bead fluor: 19; HRas wt GTP: 105; Mcl1-Noxa inh: 16; Rac1 act GTP bind: 100; Rab7 wt modul: 105

What do the screens show for `CCOC(=O)C1(C)/C(=N/Nc2ccccc2OC)C(=O)C(=O)N1c1ccccc1` (stereo not given)?
Rac1 wt GTP bind: 99; Rab2 wt GTP: 94; Cdc42 wt GTP: 97; Avidin fluor: 11; Mcl1 Bid PPI: -63; GSH bead fluor: 17; HRas wt GTP: 97; Mcl1-Noxa inh: 16; Pf gamet viab: -6; Rac1 act GTP bind: 95; Rab7 wt modul: 98

How did CCCc1ccc(Oc2cc(Cl)nc(N)n2)cc1 do in these assays?
Rac1 wt GTP bind: 106; Rab2 wt GTP: 101; Cdc42 wt GTP: 100; Avidin fluor: 19; Mcl1 Bid PPI: -13; GSH bead fluor: 10; HRas wt GTP: 103; Mcl1-Noxa inh: -1; Pf gamet viab: 1; Rac1 act GTP bind: 102; Rab7 wt modul: 97

What do the screens show for `Cc1cccc(-c2noc(CCC(=O)NCc3ccco3)n2)c1`?
Rac1 wt GTP bind: 101; Rab2 wt GTP: 97; Cdc42 wt GTP: 93; Avidin fluor: 4; Mcl1 Bid PPI: -67; GSH bead fluor: 42; HRas wt GTP: 100; Mcl1-Noxa inh: -45; Rac1 act GTP bind: 94; Rab7 wt modul: 95

What do the screens show for `OC1CCCN(Cc2cccc3ccccc23)C1` (stereo not given)?
Rac1 wt GTP bind: 97; Rab2 wt GTP: 96; Cdc42 wt GTP: 94; Avidin fluor: 13; Mcl1 Bid PPI: -11; GSH bead fluor: 33; HRas wt GTP: 98; Mcl1-Noxa inh: -9; Pf gamet viab: 9; Rac1 act GTP bind: 95; Rab7 wt modul: 96

What do the screens show for `COC(=O)c1c(NC(=O)/C=C/C(=O)O)sc(C)c1-c1ccc(C)cc1`?
Rac1 wt GTP bind: 94; Rab2 wt GTP: 96; Cdc42 wt GTP: 93; Avidin fluor: 6; Mcl1 Bid PPI: -19; GSH bead fluor: 21; HRas wt GTP: 94; Mcl1-Noxa inh: 32; Pf gamet viab: -13; Rac1 act GTP bind: 91; Rab7 wt modul: 105

Results for COCCCNc1nc2c(c(=O)n(C)c(=O)n2C)n1Cc1cccc(OC)c1 ?
Rac1 wt GTP bind: 107; Rab2 wt GTP: 101; Cdc42 wt GTP: 103; Avidin fluor: 30; Mcl1 Bid PPI: -40; GSH bead fluor: 30; HRas wt GTP: 101; Mcl1-Noxa inh: 7; Pf gamet viab: -15; Rac1 act GTP bind: 100; Rab7 wt modul: 94

Results for CC(=O)Nc1c2c3c(cccc3n(C)c1=O)C(=O)c1ccccc1-2 ?
Rac1 wt GTP bind: 106; Rab2 wt GTP: 97; Cdc42 wt GTP: 98; Avidin fluor: 12; Mcl1 Bid PPI: -15; GSH bead fluor: 22; HRas wt GTP: 99; Mcl1-Noxa inh: 10; Rac1 act GTP bind: 98; Rab7 wt modul: 99

What do the screens show for `C#CCOCCOCCOCCNc1nc(N2CCOCC2)nc(N2CCN(C(=O)[C@H]([C@@H](C)O)n3cc(CCCCN)nn3)CC2)n1`?
Rac1 wt GTP bind: 103; Rab2 wt GTP: 103; Cdc42 wt GTP: 106; Avidin fluor: 7; Mcl1 Bid PPI: 22; GSH bead fluor: 19; HRas wt GTP: 103; Mcl1-Noxa inh: 2; Rac1 act GTP bind: 99; Rab7 wt modul: 103

How did COc1ccc(-c2cc(C(=O)OCC(=O)N(C)C3CCS(=O)(=O)C3)c3ccccc3n2)cc1OC (stereo not given) do in these assays?
Rac1 wt GTP bind: 95; Rab2 wt GTP: 98; Cdc42 wt GTP: 95; Avidin fluor: 5; Mcl1 Bid PPI: -29; GSH bead fluor: 12; HRas wt GTP: 97; Mcl1-Noxa inh: 12; Pf gamet viab: 9; Rac1 act GTP bind: 97; Rab7 wt modul: 106

How did CC(=O)N/N=C/C1=CCC2CC1C2(C)C (stereo not given) do in these assays?
Rac1 wt GTP bind: 98; Rab2 wt GTP: 98; Cdc42 wt GTP: 100; Avidin fluor: 11; Mcl1 Bid PPI: -12; GSH bead fluor: 13; HRas wt GTP: 97; Mcl1-Noxa inh: 5; Pf gamet viab: 2; Rac1 act GTP bind: 96; Rab7 wt modul: 95

Results for COc1ccc(Cl)cc1C(=O)NNC(=O)c1cccc([N+](=O)[O-])c1 ?
Rac1 wt GTP bind: 98; Rab2 wt GTP: 99; Cdc42 wt GTP: 95; Avidin fluor: 9; Mcl1 Bid PPI: -32; GSH bead fluor: 15; HRas wt GTP: 97; Mcl1-Noxa inh: 3; Pf gamet viab: 2; Rac1 act GTP bind: 95; Rab7 wt modul: 106

What do the screens show for `BrC(=C\c1ccccc1)/C=N/N1CCN(c2ccccn2)CC1`?
Rac1 wt GTP bind: 105; Rab2 wt GTP: 95; Cdc42 wt GTP: 96; Avidin fluor: 26; Mcl1 Bid PPI: 4; GSH bead fluor: 33; HRas wt GTP: 96; Mcl1-Noxa inh: 20; Rac1 act GTP bind: 98; Rab7 wt modul: 96

What do the screens show for `CC(=O)c1ccc(NC(=O)C(C)OC(=O)C(C)Oc2cccc(C)c2)cc1` (stereo not given)?
Rac1 wt GTP bind: 104; Rab2 wt GTP: 97; Cdc42 wt GTP: 100; Avidin fluor: 20; Mcl1 Bid PPI: -6; GSH bead fluor: 15; HRas wt GTP: 96; Mcl1-Noxa inh: 4; Pf gamet viab: 0; Rac1 act GTP bind: 99; Rab7 wt modul: 97

What do the screens show for `CCOC(=O)NCc1ccc(S(=O)(=O)Nc2ccc(C)cc2)cc1`?
Rac1 wt GTP bind: 104; Rab2 wt GTP: 101; Cdc42 wt GTP: 99; Avidin fluor: 3; Mcl1 Bid PPI: -9; GSH bead fluor: 14; HRas wt GTP: 98; Mcl1-Noxa inh: -18; Rac1 act GTP bind: 99; Rab7 wt modul: 95

Results for Cc1nc2sc(-c3ccccc3)cc2c(=O)[nH]1 ?
Rac1 wt GTP bind: 107; Rab2 wt GTP: 102; Cdc42 wt GTP: 101; Avidin fluor: 12; Mcl1 Bid PPI: -2; GSH bead fluor: 32; HRas wt GTP: 101; Mcl1-Noxa inh: 11; Pf gamet viab: 14; Rac1 act GTP bind: 97; Rab7 wt modul: 104

How did Cc1ccc(OCC(=O)n2nc(C)cc2C)c(Br)c1 do in these assays?
Rac1 wt GTP bind: 102; Rab2 wt GTP: 100; Cdc42 wt GTP: 100; Avidin fluor: 7; Mcl1 Bid PPI: -6; GSH bead fluor: 71; HRas wt GTP: 100; Mcl1-Noxa inh: 6; Pf gamet viab: 4; Rac1 act GTP bind: 98; Rab7 wt modul: 96

How did CSc1cnn(-c2ccccc2)c(=O)c1SC do in these assays?
Rac1 wt GTP bind: 90; Rab2 wt GTP: 89; Cdc42 wt GTP: 95; Avidin fluor: 12; Mcl1 Bid PPI: -23; GSH bead fluor: 37; HRas wt GTP: 92; Rac1 act GTP bind: 91; Rab7 wt modul: 92

Ordered by count of non-hydrogen atoms (lowest first): 3 of the compounds above.
How did CSc1cnn(-c2ccccc2)c(=O)c1SC do in these assays?
Rac1 wt GTP bind: 90; Rab2 wt GTP: 89; Cdc42 wt GTP: 95; Avidin fluor: 12; Mcl1 Bid PPI: -23; GSH bead fluor: 37; HRas wt GTP: 92; Rac1 act GTP bind: 91; Rab7 wt modul: 92

What do the screens show for `CCOC(=O)NCc1ccc(S(=O)(=O)Nc2ccc(C)cc2)cc1`?
Rac1 wt GTP bind: 104; Rab2 wt GTP: 101; Cdc42 wt GTP: 99; Avidin fluor: 3; Mcl1 Bid PPI: -9; GSH bead fluor: 14; HRas wt GTP: 98; Mcl1-Noxa inh: -18; Rac1 act GTP bind: 99; Rab7 wt modul: 95

What do the screens show for `CC(=O)c1ccc(NC(=O)C(C)OC(=O)C(C)Oc2cccc(C)c2)cc1` (stereo not given)?
Rac1 wt GTP bind: 104; Rab2 wt GTP: 97; Cdc42 wt GTP: 100; Avidin fluor: 20; Mcl1 Bid PPI: -6; GSH bead fluor: 15; HRas wt GTP: 96; Mcl1-Noxa inh: 4; Pf gamet viab: 0; Rac1 act GTP bind: 99; Rab7 wt modul: 97
